Screening results from PubChem.
PPARg SRC2 recr: agonists of PPARg-SRC-2 recruitment, primary screen, biochemical, HTS. PPARgamma LBD-SRC-2 recruitment. activation, % at 8 µM. 0.34% of 200,000 active. AID 1032, 2008; in the data active = activation above about 22%;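 note: 0% = vehicle and 100% = reference agonist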
S1P3 antag: S1P3 receptor antagonists, primary screen, cell-based | 0.27% of 170,000 active | Sphingosine 1-phosphate receptor 3 (Homo sapiens), Q99500 | inhibition, % at 4.98 µM | CHO S1P3 NFAT-BLA reporter, FRET fluorescence, antagonist mode | AID 485, 2006;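 active = inhibition above the plate cutoff, the mean inhibition of test wells on that plate plus 3 SD, cut at about 28% in these data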;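 note: cells challenged with S1P at its EC80 of 0.8 µM; blue over green emission ratio from cleaved BLA substrate after 4 h stimulation; 0% = S1P-stimulated wells and 100% = unstimulated DMSO-only wells; some compounds past the cut are filed as inactive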
Target sequence (Q99500 whole entry, looked up): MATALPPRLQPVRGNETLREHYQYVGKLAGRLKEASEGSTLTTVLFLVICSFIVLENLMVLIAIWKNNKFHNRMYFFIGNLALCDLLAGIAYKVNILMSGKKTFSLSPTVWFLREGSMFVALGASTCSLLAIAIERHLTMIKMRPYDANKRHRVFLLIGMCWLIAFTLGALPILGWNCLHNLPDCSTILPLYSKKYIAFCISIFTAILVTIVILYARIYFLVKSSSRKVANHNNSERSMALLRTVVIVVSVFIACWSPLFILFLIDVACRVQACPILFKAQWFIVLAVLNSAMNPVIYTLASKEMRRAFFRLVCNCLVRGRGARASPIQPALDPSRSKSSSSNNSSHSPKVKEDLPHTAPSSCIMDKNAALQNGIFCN
PPARg SRC1 recr: PPARgamma agonists recruiting SRC-1 coactivator, primary screen, biochemical | AID 631, 2007 | PPARgamma-SRC-1 coactivator recruitment biochemical assay | activation, % at 8 µM | 0.41% of 200,000 active; in the data active = activation above about 19%;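 note: 0% = DMSO and 100% = reference agonist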
TLR4-MyD88 BLA: inhibitors of TLR4-MyD88 association in cells, primary screen, cell-based, HeLa CL3-4, BLA complementation, FRET ratio; Toll-like receptor 4 (Homo sapiens) + Myeloid differentiation primary response protein …; HeLa CL3-4 TLR4/MyD88 BLA complementation; inhibition, % at 8.4 µM; 0.18% of 200,000 active; AID 861, 2007; in the data active = inhibition above about 25%;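 note: 0% = vehicle and 100% = reference inhibitor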
SRC2 TRFRET art: TR-FRET signal artefacts, primary screen, artefact control for PPARgamma SRC-2 agonist project, biochemical; TR-FRET artefact counter-screen; active compounds read high; TR-FRET ratio at 8 µM; 0.4% of 200,000 active; AID 1049, 2008; in the data active = TR-FRET ratio above about 2000; note: inactives centre near 1500
STAT3 act: IL-6 driven STAT3 reporter potentiators, primary screen, U3A cells, luciferase, luminescence, MLSCN library; 0.91% of 190,000 active; AID 871, 2007; IL-6 STAT3-luciferase reporter; 100% = signal with IL-6 EC80 alone; activation (% of control), % at 5.6 µM;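 active = activation above the screen-wide mean of compound activation plus 3 SD, cut at about 130% in these data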;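 note: 0% = background luminescence of wells with medium and substrate only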
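Material: STAT3-luciferase reporter U3A cells; Probe or stimulus: IL-6 (33 ng/mL); Incubation: compound pre-incubation 1 h before IL-6, then 6 h stimulation at 37 °C; Technique: luminescence from STAT3-driven luciferase reporter; Evaluation: % activation versus median of IL-6-stimulated wells; Controls: IL-6-only high control.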
PPARg SRC3 recr: PPARgamma agonists recruiting SRC-3 coactivator, primary screen, biochemical | Peroxisome proliferator-activated receptor gamma (Homo sapiens), P37231 | biochemical PPARgamma/SRC-3 coactivator recruitment assay | activation, % at 8 µM | 0.26% of 200,000 active | AID 731, 2007; in the data active = activation above about 23%;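 note: 0% = DMSO and 100% = reference agonist; some compounds past the cut are filed as inactive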
RAM inhibit: inhibitors of the yeast RAM network, primary screen, dse1pr::URA3 reporter, 5-FOA selection; AID 868, 2007; 1.8% of 190,000 active; S. cerevisiae dse1pr::URA3 reporter, 5-FOA growth OD615, 2 d; analog-sensitive cbk1-as2 kinase mutant strain; inhibition, % at 50 µM;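 active = inhibition above a set limit, 3 SD over mean compound inhibition, cut at about 8.4% in these data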;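 note: 0% = DMSO-only wells with no growth and 100% = 10 µM 1-NA-PP1 full growth; inhibition rescues growth on 5-FOA so higher OD means more RAM inhibition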
ROMK primary: ROMK potassium channel modulators, primary screen, cell-based, thallium flux, MLSMR library. 2% of 130,000 active. AID 1918, 2009. Tet-inducible ROMK, thallium flux fluorescence; actives lie on both sides. B-score at 10 µM. ATP-sensitive inward rectifier potassium channel 1 (Homo sapiens), P48048;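 active = signal ratio slope over the read window, or its plate-corrected B-score, at least 3 SD from the plate mean, either direction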;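 note: B-score of the F/F0 ratio slope over 7 to 12 s after thallium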
Target sequence (P48048 whole entry, looked up): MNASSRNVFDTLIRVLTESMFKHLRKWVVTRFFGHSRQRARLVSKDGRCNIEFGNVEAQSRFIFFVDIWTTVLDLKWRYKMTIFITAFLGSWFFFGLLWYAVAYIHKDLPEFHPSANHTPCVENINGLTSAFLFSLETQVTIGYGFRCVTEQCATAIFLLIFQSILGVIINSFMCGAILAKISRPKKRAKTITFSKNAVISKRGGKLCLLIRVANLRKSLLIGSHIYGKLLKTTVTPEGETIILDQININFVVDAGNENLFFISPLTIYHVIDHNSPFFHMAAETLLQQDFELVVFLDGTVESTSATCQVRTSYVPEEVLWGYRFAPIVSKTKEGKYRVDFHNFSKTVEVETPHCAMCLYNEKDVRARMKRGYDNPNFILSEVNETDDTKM
STAT1 blocker: STAT1 signaling inhibitors, primary screen, cell-based, HTS, luciferase reporter. NIH 3T3 STAT1-luciferase reporter, IFN-gamma, luminescence. inhibition, % at 5.5 µM. 0.35% of 200,000 active;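 active = inhibition above a set limit, the mean inhibition across all tested compounds plus 3 SD, cut at about 34% in these data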;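 note: 0% = IFN-gamma with DMSO and 100% = IFN-gamma with 300 µM nifuroxazide; values of inactives mirror those of a sister screen read the other way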
STAT3 inh: IL-6 driven STAT3 reporter inhibitors, primary screen, U3A cells, luciferase, luminescence, MLSCN library | inhibition, % at 5.5 µM | IL-6 STAT3-luciferase reporter; host cell line lacks STAT1 | 0.89% of 190,000 active | AID 862, 2007;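 active = inhibition above the mean inhibition across all screened compounds plus 3 SD, cut at about 44% in these data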;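 note: 0% = DMSO only wells and 100% = 100 µM nifuroxazide control wells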
* = called active by the depositor; x = no result given.

SMILES	PPARg SRC2 recr	S1P3 antag	PPARg SRC1 recr	TLR4-MyD88 BLA	SRC2 TRFRET art	STAT3 act	PPARg SRC3 recr	RAM inhibit	ROMK primary	STAT1 blocker	STAT3 inh
O=C(O/N=C(\c1ccccc1)c1ccncc1)c1ccccc1Cl	8	8	13	-12	1599	93	6	-1.5	0.74	-2	18
Cc1cc(C)c(S(=O)(=O)c2ccccc2C)c(OCC(C)(C)C)n1	-4	x	1	-3	1631	99	7	7.7	x	11	10
CN(C)c1ccc(-c2nc3n(n2)C(c2cccnc2)C2=C(CC(C)(C)CC2=O)N3)cc1 (stereo unspecified)	9	17	10	3	1812	100	8	0.8	x	-1	4
Cc1c(C)c2c(C)[nH]nc2oc1=O	2	-4	3	4	1524	105	-8	1.7	x	9	-4
O=C(NC(=O)N1CCN(c2ccccc2)CC1)c1ccc(Cl)cc1	-1	x	-1	1	1664	106	-9	1.1	0.26	-27	-5
CC1CCCCN1C(=O)Cn1cc(/C=C2/C(=O)Nc3ccccc32)c2ccccc21 (stereo unspecified)	17	x	12	-10	1920	133	20	9.4*	x	13	-33
Cc1nonc1C(=O)N/N=C/c1ccccc1	-6	-16	-7	3	1469	110	1	1.1	-0.37	-34	-12
CSc1nc(-c2ccccc2)nn1C(=O)c1ccccc1	-1	x	-6	-2	1495	109	5	0.4	x	-3	-11
O=C(CSc1ccccn1)N1CCN(c2ccc(Cl)cc2)CC1	9	x	0	2	1523	91	-1	3.0	-1.7	-4	15
O=C(CC1Oc2ccccc2NC1=O)NC1CCCC1 (stereo unspecified)	13	-3	3	-5	1550	102	4	2.0	x	1	6
COc1ccc(CC2(C)OC(c3ccc(C)cc3)=NN2C(C)=O)cc1 (stereo unspecified)	15	22	5	-14	1595	101	2	2.2	-0.043	2	2
Cn1c(=O)c(C(=O)COC(=O)c2cc(C3CC3)nc3ccccc23)c(N)n(Cc2ccccc2)c1=O	6	-10	-3	-8	1491	89	-6	1.5	1	9	10
CCOC(=O)c1[nH]c2c(c1C)C(=O)CC(c1ccc(N(C)C)cc1)C2 (stereo unspecified)	3	6	8	-77	1827	103	7	3.4	x	2	-4
CCOc1ccc(Nc2nc3cc(S(=O)(=O)N(CC)CC)ccc3o2)cc1	11	x	3	1	1652	89	13	2.3	-0.15	2	14
CN(Cc1nc(Cc2ccccc2F)no1)CC1(N2CCOCC2)CCCCC1	-1	-23	-6	2	1453	108	-2	-0.2	-0.85	-3	-4
C/C(=N/NC(=O)CNC(=O)C1COc2ccccc2O1)c1ccc2c(c1)OCCO2 (stereo unspecified)	3	-3	4	5	1467	97	10	0.1	0.06	6	7
CCc1c(C)nc2ncnn2c1N1CCCC(C(=O)NCCc2ccc(OC)cc2)C1 (stereo unspecified)	14	-1	5	5	1489	96	0	1.4	-1.7	6	7
Cc1n[nH]c(C)c1S(=O)(=O)N1CCCC(C(=O)NCc2cccs2)C1 (stereo unspecified)	-6	-16	-3	9	1513	100	1	-0.2	x	2	4
CCN(CC)S(=O)(=O)c1ccc(OC(C)C)c(N)c1	8	3	12	-2	1597	102	5	1.9	x	0	0
COc1cccc(C(=O)Nc2ccc(NC(=O)c3ccco3)nc2)c1	-2	-16	-2	-8	1523	90	9	1.2	0.017	-23	14
Cc1nn(Cc2ccc(Cl)cc2Cl)c(Cl)c1/C=C/C(=O)OCC(=O)NCC(F)(F)F	11	x	-2	7	1386	82	-11	1.1	-0.16	-4	27
Cc1noc(C)c1CSCC(=O)Nc1nc2ccc(Oc3ccccc3)cc2s1	5	x	5	3	1551	93	9	2.3	x	-2	12
Cc1cc(C)cc(NC(=O)CN(c2ccc(F)cc2)S(C)(=O)=O)c1	12	-22	13	0	1732	104	2	2.9	1.8	0	-1
Cc1c(NC(=O)Cn2cc([N+](=O)[O-])cn2)c(=O)n(-c2ccccc2)n1C	0	-31	4	-7	1464	104	1	4.2	0.12	-3	1
CCN(CCCNC(=O)C1CCN(S(=O)(=O)CC)CC1)c1ccccc1	2	-26	12	4	1522	107	1	-0.9	0.37	-7	-4
O=C(COC(=O)CCc1ccc(S(=O)(=O)N2CCOCC2)cc1)NC1CCCC1	7	-5	2	8	1552	105	-5	0.9	x	0	-12
CC(C)Sc1nc(-c2cccs2)nc2c1c(=O)n(C)c(=O)n2C	10	-14	6	-28	1628	x	-1	1.8	x	3	x
C=CCOC(=O)C1=C[C@H](c2ccccc2)[C@@H](CCCO)[C@H](OCC)O1	-2	-4	0	2	1508	x	-1	0.6	x	16	x
CCOC(=O)C1CCN(C(=O)Cc2c(C(=O)O)n(C)c3ccccc23)CC1	0	-4	-3	6	1539	108	3	1.5	x	-4	-7
CC(=O)NCC(=O)OCC(=O)N1c2ccccc2Sc2ccccc21	2	-5	-3	3	1727	103	-2	1.0	-0.078	-2	4
CC(=O)Nc1ccc(S(=O)(=O)NC2=C(N3CCN(Cc4ccccc4)CC3)C(=O)c3ccccc3C2=O)cc1	11	x	8	1	1486	99	7	0.1	-0.11	1	6
COc1ccc2[nH]c(=O)c(CN(Cc3nnnn3CCc3ccccc3)CC3CCCO3)cc2c1 (stereo unspecified)	3	-5	-2	-19	1785	99	3	1.1	-1.2	1	9
CCOCC(O)CNc1ccccc1 (stereo unspecified)	-11	2	2	-1	1517	98	0	0.1	x	-7	1
CCN(C(=O)COC(=O)c1cc(-c2ccccc2)nn1-c1ccccc1)C1CCS(=O)(=O)C1 (stereo unspecified)	0	-25	5	5	1515	102	4	1.0	-0.38	1	2
O=C(NC1CCCC1)C(c1ccncc1)N(Cc1ccco1)C(=O)c1ccc(-c2ccccc2)[nH]1 (stereo unspecified)	7	-5	6	4	1833	119	3	0.6	0.25	-13	-15
COc1ccc(NC(=O)c2cc3c(s2)CCC3)cc1S(=O)(=O)N1CCOCC1	2	x	-1	-16	1791	100	0	0.3	0.0057	1	-2
Cc1cccc(C(=O)Nc2cc(OCc3cccc(F)c3)c(Cl)cc2Cl)c1	0	x	1	4	1513	93	-3	9.4*	x	-4	14
CC1(C)Oc2ccc3ccc(=O)oc3c2/C(=C/Nc2ccc(O)cc2)C1=O	-3	-6	0	1	1676	79	1	2.8	x	-5	28
COc1ccc(CC(=O)N/N=C(\C)c2ccccn2)cc1	0	-5	1	-24	1519	97	5	1.1	-0.44	2	8
COc1c(O)ccc(/C=C(\C#N)c2nc3ccccc3[nH]2)c1[N+](=O)[O-]	-1	19	-6	-8	1463	118	-4	2.6	2	-39	-21
O=C(COC(=O)CNS(=O)(=O)c1cccc(Br)c1)NC(=O)Nc1ccc2c(c1)OCCO2	10	-12	-1	9	1629	108	3	6.2	0.23	-8	0
CO/N=C\C(=N\Nc1ccc(OC)cc1)C(=O)c1ccccc1	5	x	1	0	1716	93	9	5.0	-1.4	-2	13
O=C(O)CN1C(c2ccccc2O)Nc2ccc(Br)cc2C1c1ccccc1 (stereo unspecified)	6	-6	2	-20	1594	93	7	1.9	0.71	7	14
COc1ccc(C(=O)Nc2cccc(-c3cc4ccccc4oc3=O)c2)cc1[N+](=O)[O-]	7	0	8	-22	1581	97	6	1.9	x	0	8
CC1CCCCC1NC1=NCCS1 (stereo unspecified)	8	x	-4	11	1533	106	3	1.6	0.19	-4	-2
CSc1nnc(-c2sccc2OCc2ccccc2)n1C	-7	x	6	0	1599	110	0	-0.7	0.15	3	-4
CCOCCCNC(=O)C1CCCN(S(=O)(=O)CC)C1 (stereo unspecified)	-1	-2	-2	3	1468	101	1	2.2	-0.55	-2	3
N/C(=N\c1nc2ccccc2o1)NC(=O)c1ccccc1NC(=O)c1ccccc1	5	x	-1	-13	1491	87	-5	5.1	-0.52	3	20
CC(C)[C@H](NC(=O)c1ccco1)C(=O)OCC(=O)N1CCc2ccccc21	7	x	2	-8	1720	105	10	1.3	-1.6	-13	-6
CC(=O)NC(CC(=O)Nc1nc(C)cs1)c1ccccc1 (stereo unspecified)	11	-9	16	-9	1713	95	10	2.0	-0.08	3	8
CCNC(=O)COc1ccc(C=O)cc1OC	-2	10	0	-18	1574	79	-1	2.8	-0.03	2	24

Quoted from the entries so far for reference:
SMILES	PPARg SRC2 recr	S1P3 antag	PPARg SRC1 recr	TLR4-MyD88 BLA	SRC2 TRFRET art	STAT3 act	PPARg SRC3 recr	RAM inhibit	ROMK primary	STAT1 blocker	STAT3 inh
COc1ccc2[nH]c(=O)c(CN(Cc3nnnn3CCc3ccccc3)CC3CCCO3)cc2c1 (stereo unspecified)	3	-5	-2	-19	1785	99	3	1.1	-1.2	1	9
CCOCC(O)CNc1ccccc1 (stereo unspecified)	-11	2	2	-1	1517	98	0	0.1	x	-7	1
CCN(C(=O)COC(=O)c1cc(-c2ccccc2)nn1-c1ccccc1)C1CCS(=O)(=O)C1 (stereo unspecified)	0	-25	5	5	1515	102	4	1.0	-0.38	1	2
O=C(NC1CCCC1)C(c1ccncc1)N(Cc1ccco1)C(=O)c1ccc(-c2ccccc2)[nH]1 (stereo unspecified)	7	-5	6	4	1833	119	3	0.6	0.25	-13	-15
COc1ccc(NC(=O)c2cc3c(s2)CCC3)cc1S(=O)(=O)N1CCOCC1	2	x	-1	-16	1791	100	0	0.3	0.0057	1	-2
Cc1cccc(C(=O)Nc2cc(OCc3cccc(F)c3)c(Cl)cc2Cl)c1	0	x	1	4	1513	93	-3	9.4*	x	-4	14
CC1(C)Oc2ccc3ccc(=O)oc3c2/C(=C/Nc2ccc(O)cc2)C1=O	-3	-6	0	1	1676	79	1	2.8	x	-5	28
COc1ccc(CC(=O)N/N=C(\C)c2ccccn2)cc1	0	-5	1	-24	1519	97	5	1.1	-0.44	2	8
COc1c(O)ccc(/C=C(\C#N)c2nc3ccccc3[nH]2)c1[N+](=O)[O-]	-1	19	-6	-8	1463	118	-4	2.6	2	-39	-21
O=C(COC(=O)CNS(=O)(=O)c1cccc(Br)c1)NC(=O)Nc1ccc2c(c1)OCCO2	10	-12	-1	9	1629	108	3	6.2	0.23	-8	0
